# Source: PubChem BioAssay (NCI)
# yeast mec2-1: NCI yeast anticancer drug screen, S. cerevisiae mec2-1 strain. 79,000 tested, 9% active. growth inhibition, % at 50 µM;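 further: 0% = growth of vehicle-only cultures of the same strain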
#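 Readout is yeast growth inhibition, normalised to vehicle-treated controls, in the mec2-1 strain exposed to compound.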
# bub3: NCI yeast anticancer drug screen, S. cerevisiae bub3 mutant strain | % growth inhibition at 50 µM | 78,000 tested, 9.9% active;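 further: 0% = growth of vehicle-only cultures of the same strain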
#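 Yeast carrying a defined mutation is treated with each compound, and growth is compared with that of vehicle-exposed cells to give inhibition.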
# sgs1 mgt1: NCI yeast anticancer drug screen, S. cerevisiae sgs1 mgt1 strain; growth inhibition, % at 50 µM; 78,000 tested, 10% active; AID 161, 2004;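 further: 0% = growth of vehicle-only cultures of the same strain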
#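 Percent growth inhibition was derived by comparing compound-exposed mutant yeast with vehicle-exposed cultures. The strain carries alterations in DNA damage repair.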
# yeast cln2 rad14: NCI yeast anticancer drug screen, S. cerevisiae cln2 rad14 strain | AID 165, 2004 | 78,000 tested, 8.3% active | growth inhibition, % at 50 µM;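 further: 0% = growth of vehicle-only cultures of the same strain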
#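 Strain: cln2 rad14 yeast, altered in cell cycle control and DNA damage repair. Read-out: growth inhibition vs vehicle.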
# rad50: NCI yeast anticancer drug screen, S. cerevisiae rad50 strain | growth inhibition, % at 50 µM | 79,000 tested, 10% active | AID 155, 2004;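 further: 0% = growth of vehicle-only cultures of the same strain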
#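 Compounds were tested on a yeast strain with an engineered DNA damage repair alteration; the reported value is growth inhibition normalised to vehicle treatment.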
# yeast mlh1 rad18: NCI yeast anticancer drug screen, S. cerevisiae mlh1 rad18 strain; % growth inhibition at 50 µM; 79,000 tested, 11% active;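 further: 0% = growth of vehicle-only cultures of the same strain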
#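 Test agents were incubated with a yeast strain of defined genotype (DNA damage repair defect). Inhibition of growth was derived by comparison with vehicle-exposed cultures.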
# Numbers without * were called inactive; · = not tested or not shown; & = joins results of further samples. No stated cut-off is given here; in the data, active means growth inhibition above about 70%; inactive means the rest.
# Every second line gives: rad50, bub3, yeast mec2-1, sgs1 mgt1, yeast mlh1 rad18, yeast cln2 rad14
[1] COC(=O)[C@@H]1C[C@@]23CCCN4CC[C@@]5(c6cccc(OC)c6N(C=O)[C@]15CC2)[C@@H]43
    -1, -9, 4, 26, -70, 13
[2] N=C(N)N1CCNc2ccccc2C1
    15, -1, -10, -7, 6, 29
[3] C1CC[N-]CC1.CC(=N\O)/C(C)=N/O.CC(=N\O)/C(C)=N/O.N#C[CH-]CC#N.[Co+2]
    31, 28, 19, 25, 39, -19
[4] Cc1cccc(Cl)c1OP(=O)(Oc1c(C)cccc1Cl)Oc1c(C)cccc1Cl
    -10, 2, -8, -19, -51, -19
[5] O=NN1CCCCC1
    -18, 0, 7, 28, 19, -15
[6] O=NN1CCCS1(=O)=O
    21, 4, 18, 16, 19, 14
[7] CCOC(=O)C(C)(C)Br
    -8, 13, -10, -9, 14, -2
[8] N#CC(C#N)=Cc1cc(Cl)ccc1O
    5&56, 2&21, 18&46, 66&46, 40&66, -5&41
[9] CCOC(OCC)c1ccc2c(c1)OCO2
    6, 0, -6, 13, 12, 5
[10] O=c1[nH]c2ccc([As](O)O)cc2[nH]1
    -15, -8, -15, -5, 1, -18
[11] CCOP1(=O)C=C(C)C(Cl)=C(C)C1 (stereo unspecified)
    27, 3, 8, 11, 21, -14
[12] S=c1sc(-c2ccc(Cl)cc2)c[se]1
    4, 2, 4, -13, -5, -33
[13] C[n+]1ccc(-c2cc[n+](C)cc2)cc1
    33, 21, 29, 31, 35, 12
[14] NC(=Nc1ccccc1)Nc1ccccc1
    4, -2, 11, 16, 7, -64
[15] CC12CN3CC(C)(C1=O)C(=O)C(C)(C3)C2=O
    -2, -3, -14, -10, -16, -29
[16] CCOc1cc(CCNC)c2c(ccc3ccc(OC)c(O)c32)c1OC
    27, -7, 0, 5, -37, 27
[17] O=C(Nc1ccccc1)Nc1ccc(N(CCCl)CCCl)cc1
    22, 14, 19, 11, 32, 14
[18] CC(=O)C(C)(C)C
    0, 4, -1, 5, 24, 3
[19] CCOP(=O)(/C=C/c1cc(OC)ccc1OC)OCC
    0, -30, -13, -32, -26, -24
[20] CCOC(=O)C(Cl)CCl (stereo unspecified)
    9, 9, -1, 26, 16, 24
[21] Oc1cccc2nc3ccccc3nc12
    65, 47, 69, 21, 64, 35
[22] COc1cc2c(cc1OC)[N+]1(C)CCC3OCCC4C[N+]5(C)CCC26C5CC4C3C61 (stereo unspecified)
    6, -7, 3, 3, -13, -6
[23] Cc1cccc(N2C(=O)C3C(C2=O)C2(Cl)C(Cl)=C(Cl)C3(Cl)C2(Cl)Cl)c1C (stereo unspecified)
    88*, 66, 49, 50, 56, 57
[24] O=C1C=C(Cl)C(=O)C=C1Cl
    99*, 99*, 99*, 100*, 99*, 87*
[25] O=C1NC(=S)NC(=O)C1=Cc1cccc2cc3ccccc3cc12
    98*, 98*, 99*, 98*, 97*, 93*
[26] Cc1cc(Nc2ccc(N(CCCl)CCCl)cc2)cc(C)c1O
    14, 0, 24, 12, 45, 7
[27] Oc1c(I)cc(I)cc1I
    38, 68, 43, 8, 63, -33
[28] O=CC=O
    33, 34, 18, 24, 28, 22
[29] COC(=O)[C@@]12OC[C@]34[C@H]([C@@H](O)[C@@H]1O)[C@@]1(C)CC(=O)C(O)=C(C)[C@@H]1C[C@H]3OC(=O)[C@H](OC(=O)/C=C(\C)C(C)C)[C@@H]24
    92*, 92*, 94*, 93*, 92*, 91*
[30] O=C(COc1ccc(Cl)cc1)Nc1ccc[n+](Cc2ccc(S(=O)(=O)F)cc2)c1
    -7, 1, -22, 9, -10, -48

# Going on with the list.
# Every second line gives: rad50, bub3, yeast mec2-1, sgs1 mgt1, yeast mlh1 rad18, yeast cln2 rad14
[31] CCN(CC)c1ccc(-n2c(C)nc3cc(N)ccc3c2=O)c(C)c1
    9, 7, -4, 2, 13, -17
[32] O=C1NCN(c2ccccc2)C12CCN(Cc1ccccc1)CC2
    -5, 3, -24, 15, 6, 12
[33] COc1ccc2c(c1O)CN1CCc3cc4c(cc3C1C2)OCO4 (stereo unspecified)
    40, 43, 22, 29, 20, 26
[34] O=S1(=O)c2ccccc2-c2ccccc21
    -5, -12, -8, -14, 6, -4
[35] CCN1CC2CCC1C2 (stereo unspecified)
    5, 4, -3, -14, 4, 6
[36] CN(C)N(P(N)(Cl)(c1ccccc1)c1ccccc1)P(N)(Cl)(c1ccccc1)c1ccccc1
    63, 50, 55, 45, 51, 58
[37] COC(=O)Cc1ccccc1
    -4, -50, 15, -32, -20, 6
[38] CC(C)N(C(=O)CCl)C(C)C
    24, -6, 17, 20, 29, -28
[39] CC(=O)OCC12CCC(C)=CC1OC1C(N(C)C)C(O)C2(C)C12CO2 (stereo unspecified)
    33, 18, 50, 16, -17, 39
[40] O=c1sc2ccccc2n1CC1CS1 (stereo unspecified)
    22, -27, -10, -9, 0, 5
[41] CC(OC(=O)CCl)C(=O)O (stereo unspecified)
    27, -3, 17, 15, 14, 12
[42] Oc1cc(Cl)ccc1Cl
    98*, 99*, 99*, 99*, 99*, 97*
[43] O=C1NC(=S)NC(=O)C1=Cc1cc2c(cc1[N+](=O)[O-])OCO2
    0, 8, -4, 4, -8, 15
[44] O=S(=O)(O)/C(=C\c1ccccc1)c1ccccc1 (tested in a mixture with another compound)
    15&-8&-10, 4&0&-19, -21&-5&2, -14&-12&-28, -15&-6&9, 9&16&28
[45] N#Cc1cc(N(CCCl)CCCl)c([N+](=O)[O-])cc1[N+](=O)[O-]
    87*, 85*, 89*, 90*, 81*, 79*
[46] O=[N+]([O-])c1cc(S(=O)(=O)F)ccc1Cl
    93*, 93*, 94*, 93*, 93*, 92*
[47] CCOP(=S)(OCC)OP(=S)(OCC)OCC
    -45, -28, -50, -41, -42, -14
[48] CC(=O)OC(C[N+](=O)[O-])C(Cl)(Cl)Cl (stereo unspecified)
    6, 8, 3, 2, 3, -1
[49] C/C=C1/CN2C3CC1C1(C(=O)OC)C(OC(C)=O)[C@]4(C[C@H]21)c1ccccc1N(C)C34 (stereo partly specified)
    9, 1, -2, -8, 3, 0
[50] O=[P+](O)c1ccsc1
    -6, 12, -11, 29, 4, 14
[51] NP(=O)(OCCC(=O)c1ccccc1)N(CCCl)CCCl (stereo unspecified)
    57, -23, 17, -8, 16, 4
[52] CCC(C)(c1ccc(O)cc1)c1ccc(O)cc1
    99*, 96*, 99*, 99*, 99*, 99*
[53] O=C1CCC[N]1[Hg][N]1CCCC1=O
    93*, 94*, 95*, 94*, 93*, 92*
[54] CC(=O)OC(C)(C)/C=C/C(=O)[C@](C)(O)[C@H]1[C@H](O)C[C@@]2(C)[C@@H]3CC=C4[C@@H](C=C(O)C(=O)C4(C)C)[C@]3(C)C(=O)C[C@]12C
    -5, -16, -37, -15, -16, -11
[55] CC(C)(C)C1(C)CN(N=O)C(=O)O1 (stereo unspecified)
    -5, 6, -10, -10, -16, -26
[56] CN1C(=O)N(C)P1(Cl)(Cl)Cl
    19, 0, -6, 3, -15, -37
[57] O=C1NC(=O)C(CCC[n+]2ccccc2)(c2ccccc2)C(=O)N1
    -11, -8, -9, 6, -13, 4
[58] C/C(=N\N=C(\[Se])N(C)C)c1ccccn1
    87*, 87*, 90*, 90*, ·, 89*
[59] CCC(Br)C(=O)O (stereo unspecified)
    27, 24, -4, 0, 25, -22
[60] CC(C)Oc1nc(N2CCNCC2)nc2c1CCC2
    31, -2, 7, 20, 18, 23

# Continued.
# Every second line gives: rad50, bub3, yeast mec2-1, sgs1 mgt1, yeast mlh1 rad18, yeast cln2 rad14
[61] CN(C)C(=O)CCl
    2, -6, 6, 21, 7, 10
[62] CCC[CH2][Sn]1([CH2]CCC)[O]CC(C)[O]1 (stereo unspecified)
    86*, 88*, 90*, 88*, 87*, 87*
[63] COC(=O)C[N+](=O)[O-]
    41, 0, 20, 14, 15, 24
[64] COc1cc(C2c3cc4c(cc3OC(NCCO)C2C)OCO4)cc(OC)c1O (stereo unspecified)
    6, -18, -12, -14, -1, 9
[65] ClP1(N2CCCCC2)=NP(Cl)(N2CCCCC2)=NP(Cl)(N2CCCCC2)=NP(Cl)(N2CCCCC2)=N1 (stereo unspecified)
    3, -6, 19, -3, -11, -7
[66] S=P(Oc1cc(Cl)c(Cl)cc1Cl)(N1CCOCC1)N1CCOCC1
    37, 12, 9, 42, 20, 35
[67] Cc1ccccc1-n1c(/C=C\c2ccccn2)nc2ccccc2c1=O
    37, 54, 9, 33, 24, 36
[68] O=C1CN2CCC1CC2
    10, -23, -47, -3, 11, 13
[69] C=CCc1ccccc1OP(=O)(Oc1ccc(C(C)(C)C)cc1)Oc1ccc(C(C)(C)C)cc1
    22, 1, 0, 22, -5, 34
[70] [N-]=[N+]=NCC(=O)c1c[nH]c(=O)[nH]c1=O
    -8, -14, 10, -7, -12, 53

# 17 entries from above, sorted by count of non-hydrogen atoms, smallest number first:
# Every second line gives: rad50, bub3, yeast mec2-1, sgs1 mgt1, yeast mlh1 rad18, yeast cln2 rad14
[59] CCC(Br)C(=O)O (stereo unspecified)
    27, 24, -4, 0, 25, -22
[50] O=[P+](O)c1ccsc1
    -6, 12, -11, 29, 4, 14
[68] O=C1CN2CCC1CC2
    10, -23, -47, -3, 11, 13
[56] CN1C(=O)N(C)P1(Cl)(Cl)Cl
    19, 0, -6, 3, -15, -37
[53] O=C1CCC[N]1[Hg][N]1CCCC1=O
    93*, 94*, 95*, 94*, 93*, 92*
[62] CCC[CH2][Sn]1([CH2]CCC)[O]CC(C)[O]1 (stereo unspecified)
    86*, 88*, 90*, 88*, 87*, 87*
[58] C/C(=N\N=C(\[Se])N(C)C)c1ccccn1
    87*, 87*, 90*, 90*, ·, 89*
[52] CCC(C)(c1ccc(O)cc1)c1ccc(O)cc1
    99*, 96*, 99*, 99*, 99*, 99*
[60] CC(C)Oc1nc(N2CCNCC2)nc2c1CCC2
    31, -2, 7, 20, 18, 23
[51] NP(=O)(OCCC(=O)c1ccccc1)N(CCCl)CCCl (stereo unspecified)
    57, -23, 17, -8, 16, 4
[66] S=P(Oc1cc(Cl)c(Cl)cc1Cl)(N1CCOCC1)N1CCOCC1
    37, 12, 9, 42, 20, 35
[67] Cc1ccccc1-n1c(/C=C\c2ccccn2)nc2ccccc2c1=O
    37, 54, 9, 33, 24, 36
[64] COc1cc(C2c3cc4c(cc3OC(NCCO)C2C)OCO4)cc(OC)c1O (stereo unspecified)
    6, -18, -12, -14, -1, 9
[49] C/C=C1/CN2C3CC1C1(C(=O)OC)C(OC(C)=O)[C@]4(C[C@H]21)c1ccccc1N(C)C34 (stereo partly specified)
    9, 1, -2, -8, 3, 0
[69] C=CCc1ccccc1OP(=O)(Oc1ccc(C(C)(C)C)cc1)Oc1ccc(C(C)(C)C)cc1
    22, 1, 0, 22, -5, 34
[65] ClP1(N2CCCCC2)=NP(Cl)(N2CCCCC2)=NP(Cl)(N2CCCCC2)=NP(Cl)(N2CCCCC2)=N1 (stereo unspecified)
    3, -6, 19, -3, -11, -7
[54] CC(=O)OC(C)(C)/C=C/C(=O)[C@](C)(O)[C@H]1[C@H](O)C[C@@]2(C)[C@@H]3CC=C4[C@@H](C=C(O)C(=O)C4(C)C)[C@]3(C)C(=O)C[C@]12C
    -5, -16, -37, -15, -16, -11

# The list is partial; rates above refer to the full screens.
